Screening data from PubChem.
Insulin prom inh – TRM-6 insulin promoter activity inhibition. AID 1273. hit rate 0.9% among 130,000. TRM-6 cells (human fetal islet line), insulin promoter-eGFP reporter, imaging; reporter expression induced with tamoxifen. inhibition, % at 2 µM;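 active = inhibition above the mean plus 3 SD, with well images judged a real hit on visual review, cut at about 60% in these data, passing the limit was not always enough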
sdo1 growth – compounds rescuing growth of sdo1-depleted yeast, bone marrow failure model; S. cerevisiae sdo1-depleted JHY4D growth rescue, OD600 30 h; stronger effect = higher value; pdr5 snq2 efflux-pump mutant strain; AID 817; hit rate 0.21% among 140,000; z-score at 10 µM;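 active = z-score above 3 at both the 24 hr and the 30 hr optical density reads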;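 also: z-score against mean and SD of all compound wells on the same plate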
sdo1 growth Rescue 24 h – second read-out of sdo1 growth, no call of its own (marks repeat the call); z-score; S. cerevisiae sdo1-depleted JHY4D growth rescue, OD600; measured here: growth rescue at 24 h;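 0 is the plate mean of compound wells and units are plate SD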
Starred values were filed as active, the others as inactive.

Results for CSc1ccc(CNC(C)(C)CO)cc1 ?
Insulin prom inh: 65

What do the screens show for `CNC(=O)[C@@H]1C[C@H]1[C@@H](NC(=O)OCc1ccccc1)c1ccccc1`?
Insulin prom inh: -255; sdo1 growth: 0.4; sdo1 growth Rescue 24 h: -0.06

What do the screens show for `O=C1c2ccccc2C(=O)N1CCSC(=S)N1CCOCC1`?
Insulin prom inh: -17; sdo1 growth: 0.5; sdo1 growth Rescue 24 h: 0.03

Results for COc1ccc(NC(=O)c2ccc3nccnc3c2)cc1 ?
Insulin prom inh: -386; sdo1 growth: 0.68; sdo1 growth Rescue 24 h: 0.91

What do the screens show for `c1ccc(C(c2ccccc2)N2CCN(Cc3nnnn3C3CCCCC3)CC2)cc1`?
Insulin prom inh: 38; sdo1 growth: -2.1; sdo1 growth Rescue 24 h: -1.4

Results for COc1cc2cc(C(c3nnnn3C3CCCC3)N(C)C3CCCCC3)c(=O)[nH]c2cc1OC (stereo unspecified) ?
Insulin prom inh: 5; sdo1 growth: -0.88; sdo1 growth Rescue 24 h: -1.2

How did Cc1ccc(S(=O)(=O)c2ccc(Cl)cc2)cc1S(=O)(=O)NC(C)C(=O)O (stereo unspecified) do in these assays?
Insulin prom inh: 12; sdo1 growth: 1.3; sdo1 growth Rescue 24 h: 0.18

Results for O=C(CCC1CCCC1)Nc1ccc([N+](=O)[O-])cn1 ?
Insulin prom inh: 3; sdo1 growth: -0.95; sdo1 growth Rescue 24 h: -0.94

What do the screens show for `Cc1ccc(S(=O)(=O)Cc2ccc(C(=O)NCc3cccs3)o2)cc1`?
Insulin prom inh: 38; sdo1 growth: 0.69; sdo1 growth Rescue 24 h: 1.3

How did COc1ccc(C(=O)N2CCN(c3cccc(Cl)c3)CC2)cc1 do in these assays?
Insulin prom inh: -38; sdo1 growth: -0.42; sdo1 growth Rescue 24 h: -0.29

What do the screens show for `CN(Cc1ccccc1)C(=O)CN1C(=O)C2C3C=CC(C3)C2C1=O` (stereo unspecified)?
Insulin prom inh: 23; sdo1 growth: 0.44; sdo1 growth Rescue 24 h: -0.03

Results for O=C(CN1CCCCCC1=O)N1CCN(S(=O)(=O)c2cccs2)CC1 ?
Insulin prom inh: -22

Results for COc1ccc(OC)c(NC(=O)c2cccnc2Sc2ccccc2)c1 ?
Insulin prom inh: 11; sdo1 growth: -0.19; sdo1 growth Rescue 24 h: -0.64

What do the screens show for `C/C(=N\NC(=O)c1ccccc1)c1ccc(N2CCOCC2)cc1`?
Insulin prom inh: -3; sdo1 growth: 1.3; sdo1 growth Rescue 24 h: 0.56

How did Cc1cc(C(F)(F)F)c(C#N)c(SCC(=O)Nc2nc3cc(Br)ccc3s2)n1 do in these assays?
Insulin prom inh: -100; sdo1 growth: -1.4; sdo1 growth Rescue 24 h: -1.2

What do the screens show for `O=C(CSc1nnc(-c2ccco2)o1)c1ccc[nH]1`?
Insulin prom inh: -67

Results for Cc1cc(NC(=O)COC(=O)COc2ccc(C(=O)c3ccccc3)cc2)no1 ?
Insulin prom inh: 8; sdo1 growth: 0.76; sdo1 growth Rescue 24 h: 0.76

What do the screens show for `CCn1cc(Cl)c(C(=O)Nc2cccc(C(F)(F)F)c2)n1`?
Insulin prom inh: 53

Results for O=C(/C=C/c1ccco1)NC(=S)Nc1ccccc1N1CCCC1 ?
Insulin prom inh: 5

What do the screens show for `O=C(CN1CCN(c2ccc(F)cc2)CC1)N1CCC(Cc2ccccc2)CC1`?
Insulin prom inh: 37; sdo1 growth: -2.9; sdo1 growth Rescue 24 h: -1.9

Results for Cc1ccc(NC2c3ccccc3C(=O)N2CCN2CCOCC2)cc1 (stereo unspecified) ?
sdo1 growth: 0.78; sdo1 growth Rescue 24 h: 2.2

Results for CCCOc1ccc(C(=O)OCC(=O)c2c(N)n(C)c(=O)n(C)c2=O)cc1OC ?
Insulin prom inh: -17

Results for COc1cc(OC)c(NC(=O)CC(C)=O)cc1Cl ?
Insulin prom inh: -69; sdo1 growth: 0.46; sdo1 growth Rescue 24 h: -0.78

What do the screens show for `O=C1CC(c2ccccc2)n2nc(NC(=O)c3ccccc3)nc2N1` (stereo unspecified)?
Insulin prom inh: 15; sdo1 growth: 0.86; sdo1 growth Rescue 24 h: 0.43

What do the screens show for `Cc1c(C(=O)N/N=C/c2ccc(O)c(Br)c2)sc(N)c1C#N`?
Insulin prom inh: -6; sdo1 growth: -0.21; sdo1 growth Rescue 24 h: -0.69

Results for O=C(CN1CCC(n2nnc3cc(F)ccc32)CC1)NC1CCCCC1 ?
Insulin prom inh: 27; sdo1 growth: -0.41; sdo1 growth Rescue 24 h: -0.07

Results for CCOC(=O)c1oc2ccccc2c1NC(=O)C1CCCCC1 ?
Insulin prom inh: 19; sdo1 growth: -0.35; sdo1 growth Rescue 24 h: 0.73

What do the screens show for `O=c1[nH][nH]c(-c2ccccc2)c1C=Nc1ccc(Cl)cc1`?
Insulin prom inh: 19; sdo1 growth: 0.92; sdo1 growth Rescue 24 h: 0.8

How did COCCNC(=O)c1ccccc1NC(=O)COc1ccccc1 do in these assays?
Insulin prom inh: -19; sdo1 growth: 1; sdo1 growth Rescue 24 h: 1.2

How did O=C(CSc1ccc(Cl)cc1)Nc1cccc(-c2nc3ccccc3[nH]2)c1 do in these assays?
sdo1 growth: -0.33; sdo1 growth Rescue 24 h: 0.03

What do the screens show for `Cc1cc(C)n(C)c(=O)c1C#N`?
Insulin prom inh: 33

What do the screens show for `O=C(OCn1nnc2ccccc2c1=O)c1ccc2ccccc2n1`?
Insulin prom inh: 8; sdo1 growth: 2.2; sdo1 growth Rescue 24 h: 1.2

Results for CCOC(=O)c1c(C)[nH]c(C(=O)N/N=C/c2cccc(OC)c2)c1C ?
sdo1 growth: 0.17; sdo1 growth Rescue 24 h: 0.48

How did O=C(CS(=O)(=O)Cc1ccccc1)Nc1ccccc1Cl do in these assays?
Insulin prom inh: -8; sdo1 growth: -0.91; sdo1 growth Rescue 24 h: -1.5

Results for COC(=O)CCN(C(=O)c1ccc2c(c1)OCO2)c1ccccn1 ?
Insulin prom inh: 41; sdo1 growth: 0.33; sdo1 growth Rescue 24 h: -0.84

How did CCn1cnc2cc(NCc3nc4ccccc4n3C)ccc21 do in these assays?
sdo1 growth: 0.83; sdo1 growth Rescue 24 h: 0.42

How did COc1cccc(/C=N/NC(=O)c2cc3c(OC)cccc3[nH]2)c1O do in these assays?
Insulin prom inh: 4; sdo1 growth: 1.5; sdo1 growth Rescue 24 h: 1.7

How did COC(=O)CP(=O)(c1ccccc1)c1ccccc1 do in these assays?
Insulin prom inh: -38; sdo1 growth: -0.26; sdo1 growth Rescue 24 h: -0.34

What do the screens show for `CC(C)(C)C(=O)NCCc1nc2ccccc2n1CC(=O)c1ccccc1`?
Insulin prom inh: 0; sdo1 growth: -0.69; sdo1 growth Rescue 24 h: 0.1

How did COC(=O)c1ccc(C2CC(=O)Nc3cc(OC)c(OC)cc32)cc1 (stereo unspecified) do in these assays?
Insulin prom inh: -265; sdo1 growth: 0.09; sdo1 growth Rescue 24 h: -0.15

No new results follow: 14 of the compounds above.
Results for Cc1ccc(NC2c3ccccc3C(=O)N2CCN2CCOCC2)cc1 (stereo unspecified) ?
sdo1 growth: 0.78; sdo1 growth Rescue 24 h: 2.2

Results for CCCOc1ccc(C(=O)OCC(=O)c2c(N)n(C)c(=O)n(C)c2=O)cc1OC ?
Insulin prom inh: -17

Results for COc1cc(OC)c(NC(=O)CC(C)=O)cc1Cl ?
Insulin prom inh: -69; sdo1 growth: 0.46; sdo1 growth Rescue 24 h: -0.78

What do the screens show for `O=C1CC(c2ccccc2)n2nc(NC(=O)c3ccccc3)nc2N1` (stereo unspecified)?
Insulin prom inh: 15; sdo1 growth: 0.86; sdo1 growth Rescue 24 h: 0.43

What do the screens show for `Cc1c(C(=O)N/N=C/c2ccc(O)c(Br)c2)sc(N)c1C#N`?
Insulin prom inh: -6; sdo1 growth: -0.21; sdo1 growth Rescue 24 h: -0.69

Results for O=C(CN1CCC(n2nnc3cc(F)ccc32)CC1)NC1CCCCC1 ?
Insulin prom inh: 27; sdo1 growth: -0.41; sdo1 growth Rescue 24 h: -0.07

Results for CCOC(=O)c1oc2ccccc2c1NC(=O)C1CCCCC1 ?
Insulin prom inh: 19; sdo1 growth: -0.35; sdo1 growth Rescue 24 h: 0.73

What do the screens show for `O=c1[nH][nH]c(-c2ccccc2)c1C=Nc1ccc(Cl)cc1`?
Insulin prom inh: 19; sdo1 growth: 0.92; sdo1 growth Rescue 24 h: 0.8

How did COCCNC(=O)c1ccccc1NC(=O)COc1ccccc1 do in these assays?
Insulin prom inh: -19; sdo1 growth: 1; sdo1 growth Rescue 24 h: 1.2

How did O=C(CSc1ccc(Cl)cc1)Nc1cccc(-c2nc3ccccc3[nH]2)c1 do in these assays?
sdo1 growth: -0.33; sdo1 growth Rescue 24 h: 0.03

What do the screens show for `Cc1cc(C)n(C)c(=O)c1C#N`?
Insulin prom inh: 33

What do the screens show for `O=C(OCn1nnc2ccccc2c1=O)c1ccc2ccccc2n1`?
Insulin prom inh: 8; sdo1 growth: 2.2; sdo1 growth Rescue 24 h: 1.2

Results for CCOC(=O)c1c(C)[nH]c(C(=O)N/N=C/c2cccc(OC)c2)c1C ?
sdo1 growth: 0.17; sdo1 growth Rescue 24 h: 0.48

How did O=C(CS(=O)(=O)Cc1ccccc1)Nc1ccccc1Cl do in these assays?
Insulin prom inh: -8; sdo1 growth: -0.91; sdo1 growth Rescue 24 h: -1.5

Other records follow.
Results for CCC1=NN2C(=N)/C(=C\c3ccc(SCc4ccco4)o3)C(=O)N=C2S1 ?
Insulin prom inh: 46; sdo1 growth: -0.44; sdo1 growth Rescue 24 h: -0.15

What do the screens show for `Cc1c(N(C(=O)Nc2ccccc2)C2=NCC(C)S2)c(=O)n(-c2ccccc2)n1C` (stereo unspecified)?
Insulin prom inh: 36; sdo1 growth: 0.38; sdo1 growth Rescue 24 h: 0.22

Results for COc1ccc(CNC(=O)Cc2c(C(=O)O)[nH]c3ccccc23)cc1 ?
Insulin prom inh: 5; sdo1 growth: 0.34; sdo1 growth Rescue 24 h: -0.21

How did Cn1c(SCC(=O)N(C2CCCCC2)C2CCCCC2)nnc1-c1cccs1 do in these assays?
Insulin prom inh: 3; sdo1 growth: -0.85; sdo1 growth Rescue 24 h: 1.6

What do the screens show for `O=C(CSCc1ccccc1)Nc1ccc2c(c1)OCO2`?
Insulin prom inh: 42; sdo1 growth: 1; sdo1 growth Rescue 24 h: 1.2

How did Cn1c(Cn2c(C(F)(F)F)nc3ccccc32)nc2ccccc21 do in these assays?
Insulin prom inh: 25; sdo1 growth: 1.5; sdo1 growth Rescue 24 h: 2

What do the screens show for `NS(=O)(=O)c1ccc(NC(=S)NCc2ccccc2)cc1`?
Insulin prom inh: -33; sdo1 growth: 0.44; sdo1 growth Rescue 24 h: 0.32

How did Cc1cc(C)c(-c2csc(NC(=O)C3=NN(c4ccccc4)C(=O)CC3)n2)c(C)c1 do in these assays?
sdo1 growth: -1.8; sdo1 growth Rescue 24 h: -1.1

Results for COCCCn1nnnc1SCC(=O)Nc1nc(C)c(C)s1 ?
Insulin prom inh: 5; sdo1 growth: 0.1; sdo1 growth Rescue 24 h: -0.1

What do the screens show for `Cc1cc(C)cc(NC2=CC(=O)CC(c3ccco3)C2)c1` (stereo unspecified)?
Insulin prom inh: -36; sdo1 growth: 0.2; sdo1 growth Rescue 24 h: 0.81

What do the screens show for `CCC(C)NC(C(=O)Nc1ccc(Cl)c([N+](=O)[O-])c1)c1ccccc1` (stereo unspecified)?
Insulin prom inh: 16; sdo1 growth: -0.06; sdo1 growth Rescue 24 h: -0.22

How did Cc1ncc(CN2CCN(C3CCCC3)C(CCO)C2)s1 (stereo unspecified) do in these assays?
Insulin prom inh: -7

Results for CCOC(=O)COc1nc(N(C)C)nc(N(C)C)n1 ?
Insulin prom inh: -45; sdo1 growth: -0.4; sdo1 growth Rescue 24 h: -1

What do the screens show for `CCCSc1nc(=O)n2cc(C)ccc2n1`?
Insulin prom inh: -75; sdo1 growth: 0.4; sdo1 growth Rescue 24 h: -0.16

Results for CCOCC(=O)Nc1nc2ccc(C)cc2s1 ?
Insulin prom inh: -62; sdo1 growth: -0.19; sdo1 growth Rescue 24 h: -0.2

Results for CC(C)c1cc(C(=O)N/N=C/C=C/c2ccccc2)n[nH]1 ?
Insulin prom inh: 53; sdo1 growth: 0.8; sdo1 growth Rescue 24 h: -0.09

How did C=CCn1c(NC(=O)c2ccccc2Cl)c(C#N)c2nc3ccccc3nc21 do in these assays?
sdo1 growth: 1; sdo1 growth Rescue 24 h: 2

Results for COCC(C)NC(=O)c1noc2c1CCc1cc(OC)ccc1-2 (stereo unspecified) ?
Insulin prom inh: -15; sdo1 growth: -0.65; sdo1 growth Rescue 24 h: -0.98

What do the screens show for `COc1ccc(CNC(=O)c2sc3nc4c(c(C(F)(F)F)c3c2N)CCC4)cc1`?
Insulin prom inh: -48; sdo1 growth: -0.58; sdo1 growth Rescue 24 h: -0.28

What do the screens show for `Cc1cc(C)c2c(N)c(C(=O)N3CCCCCC3)sc2n1`?
Insulin prom inh: 3; sdo1 growth: -0.22; sdo1 growth Rescue 24 h: -0.11

What do the screens show for `COc1ccc(N/C=C/C(=O)c2ccc(C)cc2)c([N+](=O)[O-])c1`?
Insulin prom inh: -9

What do the screens show for `Cc1cc2cc(CNC(=O)c3ccc(S(=O)(=O)N4CCOCC4)cc3)ccc2n1C`?
sdo1 growth: -0.65; sdo1 growth Rescue 24 h: -1.3

What do the screens show for `Cc1cc(/C=C(/C#N)c2nc3ccccc3[nH]2)c(C)n1-c1cccc([N+](=O)[O-])c1`?
Insulin prom inh: -21; sdo1 growth: -1.8; sdo1 growth Rescue 24 h: -1.1

An unsorted share of the library; any-hit rate near 0.99%.
